PTHR1 ag: qHTS for PTHR1 Agonists: Primary Screen; AID 743266, 2014; Parathyroid hormone/parathyroid hormone-related peptide receptor (Homo sapiens), Q03431; Potency, µM (series often up to 115 µM), inactives show top-dose activation, most hits filed as activators; 0.075% of 410,000 active; HEK293 GP2 PTHR1 cells, GloSensor cAMP luminescence, 1 h; further: potency means the concentration at half of the fitted maximal effect; nearly all actives have a fitted effect of over 55% in size; some results filed as inactive show a strong effect at the top dose; inactives centre near -15; many of its hits are not listed in these tables
Target sequence (Q03431 whole entry, looked up): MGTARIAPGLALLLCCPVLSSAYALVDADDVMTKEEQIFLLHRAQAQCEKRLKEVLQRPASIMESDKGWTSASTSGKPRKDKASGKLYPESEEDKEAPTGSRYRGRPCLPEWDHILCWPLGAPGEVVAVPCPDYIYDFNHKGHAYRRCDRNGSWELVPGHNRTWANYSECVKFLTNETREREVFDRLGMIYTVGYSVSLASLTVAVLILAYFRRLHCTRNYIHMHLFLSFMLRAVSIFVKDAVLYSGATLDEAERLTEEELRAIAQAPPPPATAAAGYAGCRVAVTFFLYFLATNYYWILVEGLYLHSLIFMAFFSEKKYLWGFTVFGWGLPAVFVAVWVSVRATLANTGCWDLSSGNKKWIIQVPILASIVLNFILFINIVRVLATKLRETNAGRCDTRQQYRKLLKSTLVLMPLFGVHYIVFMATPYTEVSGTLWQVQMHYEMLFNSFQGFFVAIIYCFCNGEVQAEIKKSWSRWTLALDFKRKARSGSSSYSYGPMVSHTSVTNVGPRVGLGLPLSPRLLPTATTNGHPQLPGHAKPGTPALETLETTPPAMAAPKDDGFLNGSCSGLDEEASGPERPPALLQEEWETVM
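HEK-293-derived GP2 cells expressing PTHR1 and a GloSensor cAMP reporter, 3,000/well, plated overnight, given luciferin plus IBMX (each 0.5 mM as added) for 1 h at 37 °C, then compound for 1 h at 37 °C. Luminescence was read after 15 min at room temperature.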
KB-V1 MDR tox: qHTS assay for MDR1-selective chemotherapeutics: Primary screen using the drug-selected MDR subline cells KB-V1. 3.4% of 400,000 active. KB-V1 MDR cells viability, CellTiter-Glo, 72 h. Potency, µM (doses to about 46.1 µM), without a hit: at the highest dose activity change, negative = cytotoxicity, actives largely listed as cytotoxic; further: potency means the concentration at half of the fitted maximal effect; on the % scale 0 is the no-effect control and ±100 the full control effect; nearly all actives have a fitted effect of over 60% in size
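Cells of the MDR subline KB-V1 are plated, dosed with compound at multiple concentrations, and incubated 72 h at 37 degrees C; CellTiter-Glo is then added and luminescence read after 10 min.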
TDP43 rescue: qHTS of TDP-43 Inhibitors. TDP-43 expressing yeast growth rescue, BacTiter-Glo, 24 h. Potency, µM (doses to about 46.1 µM), without a hit: top-dose growth rescue (activation), usual class: activators. 1.8% of 410,000 active. AID 652104, 2013; further: potency means the concentration at half of the fitted maximal effect; % of control where 0% means no effect; nearly all actives have a fitted effect of over 50% in size
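In this qHTS, compounds that restore growth of yeast expressing TDP-43 appear as activators. Cells (OD600=0.02, galactose medium, raffinose-pregrown) are incubated with compound 24 hr at 30 deg C and growth is quantified by BacTiter-Glo.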
aSyn rescue: qHTS of alpha-syn Inhibitors; 0.14% of 370,000 active; Yeast expressing alpha-synuclein, growth rescue, BacTiter-Glo, 24 h; Potency, µM (doses to about 46.1 µM), for inactives: at the top dose growth rescue (activation), hits mostly activators; AID 652106, 2013; further: potency means the concentration at half of the fitted maximal effect; % of control where 0% means no effect; nearly all actives have a fitted effect of over 65% in size
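Rescue of yeast growth: cells expressing toxic alpha-synuclein, induced in galactose at OD600 0.02, incubated with compound 24 h at 30 C. ATP luminescence quantified growth; inhibitors of toxicity appear as activators.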
DRD3 antagonist: qHTS of D3 Dopamine Receptor Antagonist: qHTS. D3R cells, DiscoveRx beta-arrestin luminescence, antagonist mode; hits give low values. max response, negative = inhibition, %. 2.5% of 360,000 active; in the data active means max response below about -50%; inconclusive means no clear call, values can overlap the other calls; further: on the % scale 0 is the no-effect control and ±100 the full control effect; mostly tested at two doses, the higher about 12 µM
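Cells expressing the human receptor were seeded at 1500 cells/well, incubated overnight at 37 degrees C in 5% CO2, then exposed to library compounds with dopamine controls for 90 minutes at 37 degrees C before luminescent detection.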
GLP1R cytotox: qHTS of GLP-1 Receptor Inverse Agonists: Cytotox Screen; HEK293 cAMP-luciferase reporter cells, luminescence, 24 h; Potency, µM (titrated, usually from 38.3 µM), for inactives: at the highest dose activity change, negative = inhibition, hits mostly inhibitors; 0.13% of 410,000 active; AID 624418, 2012;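 further: loss of luciferase light is scored as toxicity; potency means the concentration at half of the fitted maximal effect; on the % scale 0 is the no-effect control and ±100 the full control effect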
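MLSMR compounds, 24 hr on cells at 37 deg C/5% CO2; luminescence after luciferase reagent (12 min RT). Inhibition counted as the undesired cytotoxic outcome.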
GLP-1R inv ag: qHTS of GLP-1 Receptor Inverse Agonists (Inhibition Mode); Glucagon-like peptide 1 receptor (Homo sapiens), P43220; HEK293 GLP-1R CRE-luciferase, luminescence, 24 h; GLP-1R form is constitutively active; Potency, µM (top dose mostly 38.3 µM), for the others: top-dose activity change, negative = inhibition, hits mostly inhibitors; 1.6% of 410,000 active; AID 624417, 2012; further: potency means the concentration at half of the fitted maximal effect; on the % scale 0 is the no-effect control and ±100 the full control effect; nearly all actives have a fitted effect of over 55% in size
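GLP-1R inverse agonism mode: basal reporter luminescence in engineered HEK293 cells measured after one day of compound exposure at 37 deg C, with a 12 min room-temperature detection step.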
GLP1R ag: qHTS of GLP-1 Receptor Agonists; Glucagon-like peptide 1 receptor (Homo sapiens), P43220; HEK293 GLP-1R CRE-luciferase, luminescence, 4-6 h; cells express a hypersensitive GLP-1R form; Potency, µM (series often up to 45.6 µM), for inactives: top-dose activation, hits mostly activators; 0.007% of 380,000 active; AID 624172, 2012; further: potency means the concentration at half of the fitted maximal effect; % of control where 0% means no effect
DRD3 agonist: qHTS of D3 Dopamine Receptor Agonist: qHTS | D(3) dopamine receptor (Homo sapiens), P35462 | D3R DiscoveRx beta-arrestin cells, luminescence, 90 min | max activation, % | 0.58% of 410,000 active; in the data active means max activation above about 30%; further: 0% is about no effect; mostly tested at two doses, the higher about 12 µM
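Agonist-mode cell screen: cells plated at 1500/well and incubated overnight at 37 °C, then exposed to library compounds for 90 min at 37 °C. Detection reagent was added for 30–60 min at room temperature, and luminescence was read.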
* marks the source's active call; other numbers are inactive results; i = inactive; ? = inconclusive; . = not tested or not shown; [ ] = dose if it differs, or a comment. Unless noted, the call rests on the fitted dose curve; in most records, active means well fitted curve in the direction sought with a large enough effect; inconclusive means small, poorly fitted or top-dose-only effect, or another doubt; inactive means no such curve, though single readings can be large; an effect the other way counts as inactive or inconclusive.

nr	mol	PTHR1 ag	KB-V1 MDR tox	TDP43 rescue	aSyn rescue	DRD3 antagonist
1	OC(CCN1CCC2CCC(C2)C1)c1ccc(Br)cc1 (stereo not drawn)	-17.7%	-6.4%	1.3%	-6.5%	-8.8
2	O=S(=O)(Nc1nc2ccccc2nc1NCC1CCCO1)c1cccs1 (stereo not drawn)	-10.2%[57.5 µM]	11.9%	8.1%	-3.2%	-3.9
3	CCc1noc(C)c1C(=O)N1CCN(c2ccc([N+](=O)[O-])cc2)CC1	-26.1%	-11.2%	18.3%	-12.9%	9.1
4	O=C(NCc1ccco1)c1cc2cc(Br)ccc2o1	-15.1%	12.6%	22.4µM*	-3.1%	?
5	CCc1nc(C)cn1S(=O)(=O)c1cc(Br)c(C)cc1OC	-3.3%	-4.1%	22.3%	7.2%	2.8
6	CCOc1ccc(C2=CSC3=NCCN23)cc1[N+](=O)[O-]	-8.0%	9.7%	1.3%	5.9%	15.8
7	O=C(CSc1ccc2nnc(-c3ccc(F)cc3)n2n1)N1CCCc2ccccc21	i	?	5.3%	-22.6%	33.8
8	Cc1ccc(S(=O)(=O)N2CCCC2CNC(=O)C(=O)NCc2ccc3c(c2)OCO3)cc1 (stereo not drawn)	-16.9%	?	11.1%	-0.5%	-18.5

nr	GLP1R cytotox	GLP-1R inv ag	GLP1R ag	DRD3 agonist
1	7.7%	-8.3%	0.4%	-11.3
2	-6.5%	-5.3%	-7.9%	2.4
3	17.2%	-8.5%	-8.4%	1.0
4	-2.1%	?	7.4%	-0.2
5	6.1%	?	19.5%	7.8
6	1.8%	6.1%	14.6%	9.2
7	?	?	-1.6%	0.2
8	-20.5%	?	2.3%	1.1

Next section, overlapping the part above by five compounds.
nr	mol	PTHR1 ag	KB-V1 MDR tox	TDP43 rescue	aSyn rescue	DRD3 antagonist
4	O=C(NCc1ccco1)c1cc2cc(Br)ccc2o1	-15.1%	12.6%	22.4µM*	-3.1%	?
5	CCc1nc(C)cn1S(=O)(=O)c1cc(Br)c(C)cc1OC	-3.3%	-4.1%	22.3%	7.2%	2.8
6	CCOc1ccc(C2=CSC3=NCCN23)cc1[N+](=O)[O-]	-8.0%	9.7%	1.3%	5.9%	15.8
7	O=C(CSc1ccc2nnc(-c3ccc(F)cc3)n2n1)N1CCCc2ccccc21	i	?	5.3%	-22.6%	33.8
8	Cc1ccc(S(=O)(=O)N2CCCC2CNC(=O)C(=O)NCc2ccc3c(c2)OCO3)cc1 (stereo not drawn)	-16.9%	?	11.1%	-0.5%	-18.5
9	Cc1[nH][nH]c(=O)c1C(c1ccc(-c2ccc(Cl)c(C(=O)O)c2)o1)c1c(C)[nH][nH]c1=O	i	11.0%	-20.1%	-2.6%	-19.4
10	O=C(CC1C(=O)NCCN1C(=O)Nc1ccccc1)Nc1cccc(Cl)c1 (stereo not drawn)	-59.9%	?	27.6%	4.4%	1.6
11	C#Cc1ccc(CN2CCN(Cc3ccsc3)C(CCO)C2)cc1 (stereo not drawn)	i	-20.6%	-7.6%	-3.4%	?
12	CCOc1ccc(NC2OC(C)C(O)C(O)C2O)c([N+](=O)[O-])c1 (stereo not drawn)	i	-0.1%	25.0%	4.7%	3.5
13	O=C(N/N=C/c1ccc(N2CCOCC2)cc1)c1ccccc1NS(=O)(=O)c1cccs1	-29.0%	-10.3%	-5.0%	-3.5%	-8.8
14	COc1ccc2cc(C(=O)NCc3ccccc3)[nH]c2c1	i	6.2%	-10.8%	8.4%	-7.0
15	CN(C)c1ccc(/C=C(\NC(=O)c2ccccc2)C(=O)N/N=C/c2ccc(C(=O)O)cc2)cc1	i	0.0%	0.3%	1.0%	-6.2
16	O=C(NS(=O)(=O)Nc1ccc(Br)cn1)c1c[nH]c2ccccc12	i	-11.1%	24.2%	-0.8%	16.8

nr	GLP1R cytotox	GLP-1R inv ag	GLP1R ag	DRD3 agonist
4	-2.1%	?	7.4%	-0.2
5	6.1%	?	19.5%	7.8
6	1.8%	6.1%	14.6%	9.2
7	?	?	-1.6%	0.2
8	-20.5%	?	2.3%	1.1
9	-7.2%	3.8%	-0.2%	10.9
10	0.8%	?	16.6%	0.2
11	-3.9%	?	-3.1%	-21.1
12	?	-8.5%	1.1%	1.6
13	2.1%	-7.7%	0.2%	-6.0
14	-12.3%	-7.4%	12.5%	1.0
15	-7.4%	13.4%	0.0%	-6.5
16	6.1%	-2.3%	-1.0%	1.6

Next records:
nr	mol	PTHR1 ag	KB-V1 MDR tox	TDP43 rescue	aSyn rescue	DRD3 antagonist
17	COc1ccc(CNC(=O)C2=C(C)C(=O)OC23CCN(C(C)=O)CC3)cc1	-15.5%	13.0%	-3.2%	.	.
18	COc1cccc(CNCc2ccc(OC)cc2OC)c1	-44.5%[inhibitor]	-16.1%	9.3%	-1.8%	-5.0
19	COc1ccc(N/C=C2\C(=O)CCc3c2oc2cc(Cl)c(O)c(Cl)c32)cc1	-4.6%	5.4%	-16.2%	1.9%	-6.4
20	COc1ccc([N+](=O)[O-])c(S(=O)(=O)c2ccccc2)n1	-92.0%[inhibitor]	23.1µM*	?	-41.4%[inhibitor]	-75.6*
21	Cc1cc(NO)c(C(C)C)cc1N=O	-20.7%	-23.1%	5.2%	-12.4%	-13.6
22	CC(=O)c1ccc(N2CCN(c3ncnc4onc(C)c34)CC2)cc1	-24.0%	?	22.9%	-1.8%	.
23	CCn1c(=NC(=O)CSC(C)=O)sc2cc(OC)ccc21	-43.0%[inhibitor]	0.0%	14.1µM*	4.5%	-19.0
24	CCOc1ccc(C(=O)c2cn(Cc3ccccc3OC)c3cc4c(cc3c2=O)OCCO4)cc1	-54.4%[inhibitor]	22.4%	23.0%	.	.
25	CCOC(=O)C1C(=O)NC(c2ccccc2)=NC1c1ccc(F)cc1 (stereo not drawn)	i	14.9%	-3.5%	-0.7%	9.6
26	O=C(c1nc2ccc(Cl)cn2c1CNCCn1ccnc1)N1CCCCCCC1	-17.6%	38.4%	3.8%	-3.9%	11.2
27	O=[N+]([O-])c1cccnc1Sc1ccc(Cl)cc1	-14.5%	10.9%	?	3.4%	4.2

nr	GLP1R cytotox	GLP-1R inv ag	GLP1R ag	DRD3 agonist
17	-19.0%	15.6%	.	-7.0
18	-17.1%	-8.9%	6.0%	-3.6
19	2.7%	-5.9%	-0.3%	-11.3
20	?	?	-4.9%	-44.8
21	82.0%[activator]	39.2%[activator]	0.8%	-2.7
22	0.9%	6.1%	6.9%	-5.5
23	-14.8%	10.4%	-0.1%	0.4
24	0.9%	-1.5%	.	10.2
25	5.1%	12.6%	3.5%	1.8
26	-16.4%	18.7%	6.4%	2.0
27	2.5%	?	9.7%	-5.2

From PubChem

These rows are one share of the data; count on the stated rates, not on these rows.
